Source: PubChem BioAssay
FLuc counter: qHTS profiling assay for firefly luciferase inhibitor/activator using purifed enzyme and Km concentrations of substrates (counterscreen for miR-21 project); purified FLuc, Km substrates, luminescence inhibition; Luciferin 4-monooxygenase (Photinus pyralis), P08659; Potency, µM (highest dose often 57.5 µM), without a hit: top-dose activity change, negative = inhibition, usual class: inhibitors; 360,000 compounds, 6.9% hits;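 note: potency is the fitted concentration of half-maximal effect; plate controls were vehicle for no effect and reference inhibitor for full effect; nearly all actives have a fitted effect of over 55% in size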
Target sequence (P08659 whole entry, looked up): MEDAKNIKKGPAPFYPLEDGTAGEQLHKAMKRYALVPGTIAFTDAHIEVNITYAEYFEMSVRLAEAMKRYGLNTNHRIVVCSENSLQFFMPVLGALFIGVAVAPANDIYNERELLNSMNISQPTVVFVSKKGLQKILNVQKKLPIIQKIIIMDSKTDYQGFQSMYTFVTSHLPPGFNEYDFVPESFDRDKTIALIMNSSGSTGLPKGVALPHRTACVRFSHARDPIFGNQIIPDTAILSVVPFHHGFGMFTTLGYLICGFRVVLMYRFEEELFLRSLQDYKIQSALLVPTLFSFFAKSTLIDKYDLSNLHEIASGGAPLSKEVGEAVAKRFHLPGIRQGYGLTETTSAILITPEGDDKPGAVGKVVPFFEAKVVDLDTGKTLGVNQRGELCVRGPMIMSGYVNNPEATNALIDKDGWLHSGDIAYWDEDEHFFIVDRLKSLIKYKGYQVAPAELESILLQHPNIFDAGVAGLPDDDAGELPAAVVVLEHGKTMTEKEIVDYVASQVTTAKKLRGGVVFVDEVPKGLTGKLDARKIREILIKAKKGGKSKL
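Biochemical qHTS of compounds, final roughly 60 µM downward over six points, against 10 nM purified firefly luciferase using Km concentrations of substrates (10 uM D-luciferin, 10 uM ATP) in Tris acetate pH 7.5 buffer; luminescence output.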
p53 reactivator: qHTS assay for re-activators of p53 using a Luc reporter; H1299 p53-A138V BP100-luciferase reporter, luminescence, 24 h; Potency, µM (doses to about 92.2 µM), inactives show top-dose activity change, positive = activation, hits mostly activators; 320,000 compounds, 0.063% hits; note: potency is the fitted concentration of half-maximal effect; % of control where 0% means no effect; nearly all actives have a fitted effect of over 45% in size
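H1299 (p53-null), stable ts p53-A138V + BP100-Luc; 1000 cells/well, Opti-MEM/10% FBS; cpd 4 pt, 1:5; 24 h, 37 deg C, 5% CO2; detection reagent 10 min RT; luminescence.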
VP16 counter: VP16 counterscreen qHTS for inhibitors of ROR gamma transcriptional activity | Drosophila S2 Gal4-VP16 UAS-luciferase, luminescence, 20 h | Potency, µM (series often up to 53.6 µM), without a hit: at the highest dose activity, negative = inhibition, actives largely listed as inhibitors | 310,000 compounds, 3.5% hits | AID 2546, 2010;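 note: Gal4-VP16 expression switched on by copper sulfate through the metallothionein promoter; potency is the fitted concentration of half-maximal effect; % is set by controls: 0 for no effect and ±100 for the full control effect; nearly all actives have a fitted effect of over 50% in size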
TRPV1 ag: HTS Assay for Compounds that Act as Agonists of the Vanilloid Receptor 1; TRPV1-expressing cells, Fluo-8 calcium influx, agonist mode; 320,000 compounds, 0.19% hits; activation, % at 8.33 µM; AID 540275, 2011; in the data active = activation above about 80%; inconclusive = between about 30% and that limit; note: 0% is about no effect
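Fluo-8 calcium influx in TRPV1-expressing cells, kinetic read (ex 480/em 520 nm). Compound added and read 3 min for agonist activity, followed by capsaicin at EC20 final and 2 min further read for enhancement.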
BRCA1 expr act: qHTS Assay to Identify Small Molecule Activators of BRCA1 Expression | MCF7-BRCA1-FFLuc reporter, luminescence, 48 h; response scale: scaled: vehicle 0%, 10 µM genistein 100% | Potency, µM (highest dose often 46.1 µM), without a hit: at the highest dose activation, hits mostly activators | 380,000 compounds, 1.1% hits | AID 624202, 2012; note: potency is the fitted concentration of half-maximal effect; nearly all actives have a fitted effect of over 80% in size; some results filed as inactive show a strong effect at the top dose
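Luminescence from a BRCA1-driven firefly luciferase in MCF7 cells was the read-out, taken 15 min after substrate addition following 48 h compound exposure at 37 °C. Data were normalized to a 10 microM genistein control and DMSO vehicle.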
RORg inh: qHTS for inhibitors of ROR gamma transcriptional activity; Nuclear receptor ROR-gamma (Mus musculus), P51450; Drosophila S2 Gal4-RORgamma UAS-luciferase reporter, 20 h; Potency, µM (titrated, usually from 53.6 µM), inactives show at the highest dose activity change, negative = inhibition, hits mostly inhibitors; 310,000 compounds, 5.4% hits; AID 2551, 2010; note: potency is the fitted concentration of half-maximal effect; % is set by controls: 0 for no effect and ±100 for the full control effect; nearly all actives have a fitted effect of over 60% in size
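ROR gamma transcriptional activity was tracked as Gal4-UAS luciferase output in stably transfected Drosophila Schneider cells, with compound added 1 hr before 700 uM copper sulfate induction and a 20 hr ambient-temperature incubation.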
ELG1 repair inh: qHTS screen for small molecules that inhibit ELG1-dependent DNA repair in human embryonic kidney (HEK293T) cells expressing luciferase-tagged ELG1; HEK293T ELG1-luciferase reporter, luminescence, 16 h; DNA damage induced by 5-fluorouridine; Potency, µM (doses to about 46.1 µM), for inactives: top-dose activity change, negative = inhibition, actives largely listed as inhibitors; 330,000 compounds, 2.3% hits; note: potency is the fitted concentration of half-maximal effect; % is set by controls: 0 for no effect and ±100 for the full control effect; nearly all actives have a fitted effect of over 55% in size
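DMSO vehicle served as the neutral condition. Each well held 2,000 cells given 5-fluorouridine plus compound; after 16 hr at 37 °C/5% CO2, ONE-Glo was added and luciferase measured 30 min later.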
Tb PFK block: qHTS Assay to Find Inhibitors of T. brucei phosphofructokinase; ATP-dependent 6-phosphofructokinase (Trypanosoma brucei brucei), O15648; T. brucei PFK, ADP-Glo luminescence; Potency, µM (titrated, usually from 57.5 µM), for the others: top-dose activity, negative = inhibition, actives largely listed as inhibitors; 330,000 compounds, 0.17% hits; AID 485367, 2010;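 note: potency is the fitted concentration of half-maximal effect; 0% = uninhibited 1x PFK enzyme wells and -100% = no-enzyme wells; nearly all actives have a fitted effect of over 60% in size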
Target sequence (O15648 whole entry, looked up): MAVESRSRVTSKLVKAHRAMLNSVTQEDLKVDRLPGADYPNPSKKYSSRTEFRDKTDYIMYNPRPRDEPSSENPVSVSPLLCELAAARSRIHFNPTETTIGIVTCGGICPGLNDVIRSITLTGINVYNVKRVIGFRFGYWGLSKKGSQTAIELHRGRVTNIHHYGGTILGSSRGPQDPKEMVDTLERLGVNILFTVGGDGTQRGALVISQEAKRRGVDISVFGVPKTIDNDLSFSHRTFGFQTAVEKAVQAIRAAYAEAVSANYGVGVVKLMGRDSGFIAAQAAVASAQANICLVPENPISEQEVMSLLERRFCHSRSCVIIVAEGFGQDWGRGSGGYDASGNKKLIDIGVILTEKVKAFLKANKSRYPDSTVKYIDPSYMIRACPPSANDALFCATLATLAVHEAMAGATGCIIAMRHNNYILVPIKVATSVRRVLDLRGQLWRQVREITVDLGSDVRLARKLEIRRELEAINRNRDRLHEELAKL
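Activity is normalized to no-enzyme wells (full inhibition) and 1.25 nM enzyme wells (no inhibition). Reaction: 0.5 mM F6P, 0.1 mM ATP, 45 min RT, ADP-Glo luminescence; concentration-response curves fitted and classed by quality.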
ELG1 genotoxic: qHTS screen for small molecules that induce genotoxicity in human embryonic kidney (HEK293T) cells expressing luciferase-tagged ELG1; Potency, µM (doses to about 46 µM), for inactives: at the top dose activity change, positive = activation, actives largely listed as activators; 330,000 compounds, 1.3% hits; HEK293T ELG1-luciferase reporter, luminescence, 16 h; note: potency is the fitted concentration of half-maximal effect; % of control where 0% means no effect; nearly all actives have a fitted effect of over 60% in size
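Genotoxic stress is detected as increased luminescence from luciferase-tagged ELG1 in HEK293T cells, measured with ONE-Glo after a 16 hr treatment at 37 °C.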
NPC1 promoter act: qHTS Assay for NPC1 Promoter Activators. Huh7 NPC1 promoter luciferase reporter, 24 h. Potency, µM (series often up to 9.22 µM), inactives show at the top dose activation, most hits filed as activators. 320,000 compounds, 2.4% hits. AID 485313, 2010;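 note: potency is the fitted concentration of half-maximal effect; % of control where 0% means no effect; nearly all actives have a fitted effect of over 60% in size; reporter is driven by a mutant NPC1 promoter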
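Huh7 cells stably carrying NPC1 promoter–luciferase, plated in Opti-MEM with 10% FBS for 2 h, were exposed to compound in DMSO for 24 h at 37 °C; luciferase reagent was added for 10 min and luminescence read.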
Rab9 promoter act: qHTS Assay for Rab9 Promoter Activators; Huh7 Rab9 promoter-luciferase reporter, luminescence, 24 h; Potency, µM (top dose mostly 9.22 µM), for inactives: at the top dose activation, negative = inhibition, most hits filed as activators; 320,000 compounds, 2.8% hits; note: potency is the fitted concentration of half-maximal effect; % of control where 0% means no effect; nearly all actives have a fitted effect of over 60% in size
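Huh7 reporter line, Rab9 promoter upstream of luciferase. Compound exposure 24 h at 37 °C in reduced-serum medium with 10% FBS. Read-out: luminescence.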
The depositor's hits bear a star; ? = inconclusive; . = no result given; [ ] = remark or other dose. Unless noted, calls come from the whole dose curve; as a rule, active = well fitted curve in the direction sought with a large enough effect; inconclusive = small, poorly fitted or top-dose-only effect, or another doubt; inactive = no such curve, though single readings can be large; an effect the other way counts as inactive or inconclusive.

SMILES | FLuc counter | p53 reactivator | VP16 counter | TRPV1 ag | BRCA1 expr act | RORg inh | ELG1 repair inh | Tb PFK block | ELG1 genotoxic | NPC1 promoter act | Rab9 promoter act
COc1ccc(C2CC(c3ccccc3)=NN2C(=O)CN2CCN(Cc3ccccc3)CC2)cc1 (centres undefined) | -2% | -3% | -6% | 3 | -49% | ? | 18µM* | -1% | -11% | 3% | 0%
Cc1cccc2c1[nH]c1nc(N/N=C\c3ccco3)nnc12 | -12% | -4% | -17% | 3 | . | 40% | 13% | -4% | 3% | 11% | 14%
COC(=O)c1cc(C(=O)OCC(=O)NCc2ccc3c(c2)OCO3)cc([N+](=O)[O-])c1 | -1% | -9% | -3% | 2 | 3% | -19% | -5% | -3% | -1% | -3% | -3%
Cc1cc2ncn(C(=O)c3ccc4c(c3)OCO4)c2cc1C | ? | 11% | 0% | 20 | 9% | -6% | 9% | -1% | 3% | -13% | 8%
O=C(Nc1cccc2ccccc12)N1CCCN(c2c(Cl)cncc2Cl)CC1 | 5% | -9% | -5% | 0 | -43% | 11% | ? | 1% | -18% | -4% | -3%
Cc1nn(C)c(C)c1S(=O)(=O)N(CC(=O)N1CCc2ccccc21)c1ccc(C(C)C)cc1 | -2% | 2% | 8% | 3 | -4% | -20% | 8% | 3% | -3% | -4% | -1%
O=C(Nc1cccc(Cl)c1)Nc1sccc1-c1nc2ccccc2s1 | 13µM* | 1% | 19% | 6 | -22% | ? | 1% | 4% | -5% | 9% | 3%
CCCCc1ccccc1NC(=S)NC1CCCC1 | 1% | 0% | 4.5µM* | ? | 1% | 3.2µM* | 1% | -8% | -8% | -1% | 0%
Cn1cc([N+](=O)[O-])c(C(=O)Nc2ccc(Br)cn2)n1 | -11% | -8% | 5% | 9 | -1% | 0% | -6% | 0% | 4% | 8% | 7%
C=CCOc1ccc(/C=C2\SC(=Nc3cccnc3)NC2=O)cc1 | 7.6µM* | 5% | 9% | -4 | 1% | 17% | ? | 2% | 9% | -3% | 1%
O=C(Cn1cnc2ccccc21)N/N=C/C(Br)=C/c1ccccc1 | -6% | ? | ? | 1 | -6% | ? | 16% | 3% | -3% | -6% | -1%
O=C(CSc1nnc(CNC(=O)c2ccccc2F)o1)c1ccccc1 | 0% | -2% | 14% | -2 | 0% | 38% | 3% | -1% | -4% | 1% | -1%
O=S(=O)(c1ccccc1)N1CCC(O)(CSc2ccccc2)CC1 | -5% | 4% | -1% | -1 | -44% | 19% | 8.2µM* | -3% | -7% | -14% | -11%
COc1ccc(C(=O)Nc2ccc3nc(C)c(C)nc3c2)cc1 | ? | 10% | 14% | -3 | 53% | 1% | ? | 5% | 8% | 24% | 14%
Cc1nc(/C(N)=N/OC(=O)Cc2ccccc2)no1 | 4% | 6% | 29% | 1 | 32% | 58% | -4% | 2% | 4% | 1% | 13%
Cc1ccc([N+](=O)[O-])cc1NC(=O)/C=C/C(=O)O | 0% | 5% | -2% | -3 | 3% | -17% | 0% | -7% | 0% | -2% | -3%
O=C(O)c1cc(-c2cccc([N+](=O)[O-])c2)n[nH]1 | ? | -5% | -8% | -4 | 1% | 12% | 20% | 4% | 2% | -2% | -10%
O=S(=O)(Nc1ccc(F)cc1)c1ccc(NS(=O)(=O)c2cccs2)cc1 | 2% | 1% | 0% | 2 | 0% | 19% | 12% | 3% | -1% | -5% | -4%
Cc1ccc(N(C)S(=O)(=O)c2cccc(C(=O)NNC(=O)c3ccncc3)c2)cc1 | -11% | -14% | . | -3 | -5% | . | -3% | -4% | 2% | -4% | -2%
CCOC(=O)CSc1nc2cc(C(=O)NCC3CCCO3)ccc2c(=O)n1Cc1ccco1 (centres undefined) | -1% | 19% | -8% | ? | 7% | 14% | -22% | -1% | -7% | -1% | -2%
Cc1nn(C)c(C)c1NC(=O)CN1CCC(O)(c2ccc3c(c2)OCO3)CC1 | 1% | -1% | -6% | -2 | 11% | -20% | 12% | -1% | 2% | 4% | 6%
CC(C)N(C(=O)Cn1cc(SCC(N)=O)c2ccccc21)C(C)C | 0% | 2% | 0% | 2 | -8% | 1% | 2% | -3% | -2% | -4% | -4%
CCCC(=O)N1CCC(O)(c2cccc(F)c2)CC1 | -1% | 2% | 3%[10 µM] | 6 | 2% | 12% | -11% | -2% | 18% | -2% | -1%
CN(C)S(=O)(=O)N1CCc2ccccc2C1 | 0% | -12% | -12% | 8 | 12% | 5% | 6% | -1% | 0% | -4% | -17%
O=C(CN1C(=O)NC2(CCCCCC2)C1=O)Nc1ccc2c(c1)CCC2 | -1% | -6% | -1% | ? | -20% | 45% | -8% | 0% | -2% | 0% | -8%
COc1nccc(C(F)(F)F)c1C(=O)NC(=O)Nc1ccccc1 | -1% | -2% | -7% | 6 | 0% | 12% | 0% | 1% | -1% | 0% | -1%
CSCCC(NC(=O)c1ccco1)C(=O)OCC(=O)N(Cc1ccccc1)C(C)(C)C (centres undefined) | 5% | 0% | . | 24 | -7% | . | 25% | 0% | 2% | -1% | -3%
O=C(CCn1c(=O)[nH]c2ccccc2c1=O)N1CC=C(c2ccccc2)CC1 | 3% | 0% | 0% | 8 | 16% | -20% | -20% | 2% | 1% | 0% | 5%
C=CCc1cc(Cl)ccc1OCCNCCCOC | 1% | -5% | 3% | -1 | -57% | -3% | 0% | -4% | -5% | 1% | -6%
COc1ccccc1NC(=O)C(C)n1cnc2c(oc3nc4c(cc32)CCCC4)c1=O (centres undefined) | -5% | -6% | 7% | -2 | -1% | 22% | -2% | 0% | -1% | -1% | 0%
CCOc1ccccc1N(C)C(=O)Cn1ncc2c([nH]c3ccccc32)c1=O | 1% | -7% | 3% | 10 | -39% | 3% | ? | -1% | -11% | 17% | 1%
COc1ccc(-c2[nH]ncc2Oc2ccccc2OC)c(O)c1 | ? | 0% | ? | 0 | -39% | 11µM* | -21% | -2% | -4% | 0% | -5%
Cc1nc([N+](=O)[O-])c(Sc2nc3ccccc3[nH]2)n1Cc1ccccc1 | 0% | -36%[inhibitor] | ? | -2 | -17% | 10µM* | ? | 0% | -3% | -9% | -7%
C/C(=N\NC(=O)CC1N=C(Cc2ccccc2)NNC1=O)c1ccc(Cl)cc1Cl (centres undefined) | 0% | -3% | -2% | -4 | -67% | ? | -36% | 3% | 1% | -2% | 2%
N#CCCN(C(=O)COC(=O)CCC(=O)c1ccc(F)cc1)c1ccccc1 | 4% | -2% | . | 1 | -1% | . | -3% | -6% | 0% | -4% | -5%
Cc1cc2cc(CN(CCN(C)C)C(=S)NCc3ccco3)c(=O)[nH]c2cc1C | 1% | 0% | 4% | ? | -19% | 7% | ? | -4% | -3% | -5% | -3%
O=C(Cn1cnc2c(NCc3ccccc3)ncnc21)NCc1ccc2c(c1)OCO2 | . | -4% | . | . | -42% | . | ? | -1% | -3% | . | .
O=C1C=C(c2ccccc2)C(O)(c2ccccc2)C1 (centres undefined) | 0% | -6% | 0% | ? | 8% | -28% | -3% | -1% | 1% | -2% | 3%
Cc1ccc(S(=O)(=O)c2nc(-c3ccccc3)oc2NCc2cccnc2)cc1 | -2% | -7% | -4% | 6 | -21% | 6% | ? | 0% | 1% | -2% | 1%
CCOC(=O)N1CCN(C(=O)C(NC(=O)c2ccco2)C(C)C)CC1 (centres undefined) | 5% | . | -1% | 4 | 11% | -11% | -1% | 0% | 0% | -7% | 0%
Cn1c(NCCCO)nc2c(c1=O)C1(CCCCC1)Cc1ccccc1-2 | 0% | -13% | ? | . | -31% | ? | -5% | -9% | -2% | 1% | -4%
CSc1nc(NC(C)(C)C)nc(Oc2ccc(=O)n(C)n2)n1 | -3% | 7% | 3% | 3 | -10% | -41% | ? | -6% | ? | -4% | -5%

Look-ups from above.
Rab9 promoter act with CCCCc1ccccc1NC(=S)NC1CCCC1 stands at 0%
Rab9 promoter act with C=CCc1cc(Cl)ccc1OCCNCCCOC stands at -6%
